# RNase H inhibition: RNase H inhibition, HIV 1 Gag Pol polyprotein, FRET biochemical assay, screening (AID 372) | HIV-1 RT RNase H, FRET RNA/DNA substrate fluorescence; higher % means a stronger effect | inhibition, % at 10 µM; hits with a dose series show IC50 in µM | hit rate 0.77% among 100,000; in the data active = inhibition above about 50%
# Numbers without * were called inactive.
SMILES,RNase H inhibition
CCOc1cccc(C=Nn2c(-c3ccc(Cl)cc3Cl)n[nH]c2=S)c1O,18%
O=C(Cc1ccc(Cl)cc1)Nc1nccs1,7%
COc1ccc(CCNS(=O)(=O)c2ccc(OC)c(C(=O)O)c2)cc1OC,4%
COc1ccc(-c2cn(/N=C/c3ccc(Cl)cc3Cl)c(N)n2)cc1,21%
COc1cc(-c2nnc(SCC(=O)N/N=C/c3cn(-c4ccccc4)nc3-c3ccc(C)cc3)n2-c2ccccc2)cc(OC)c1OC,4%
COc1ccc(OC)c(/C=C2/SC(N3CCN(C(c4ccccc4)c4ccccc4)CC3)=NC2=O)c1,6%
CC(C)N(C(=O)c1ccc(C(=O)Nc2ccc(Nc3ccccc3)cc2)cc1)C(C)C,25%
CSc1nnc(-c2cccc(C)c2)n1N,10%
CCCCC(CC)C(=O)NNC(=O)COc1cc(C)c(Cl)c(C)c1 (centres undefined),7%
CCOc1cccc2c1N(C(=O)c1cccc(F)c1)C(C)(C)c1ssc(=S)c1-2,45%
Cc1nc2ccccn2c1C(=O)N/N=C\c1ccccc1[N+](=O)[O-],9%
N#C/C(=C/Nc1ccccc1)c1nc(-c2ccc(Cl)cc2)cs1,2%
CCOc1ccc(C(=O)NC(C)(C)C)cc1Cl,10%
O=C1c2ccc(C(c3ccc4c(c3)C(=O)N(c3ccccc3)C4=O)(C(F)(F)F)C(F)(F)F)cc2C(=O)N1c1ccccc1,14%
CN(C)c1nc(-c2ccccc2)c(N)c(-c2ccccc2)n1,26%
Cc1cc(C)cc(NC2=C(Cl)C(=O)N(c3cccc(Cl)c3)C2=O)c1,11%
O=C(COc1ccc(Cl)cc1)Nc1nn[nH]n1,16%
Oc1ccc(Br)cc1/C=N/Nc1cc(N2CCCC2)nc(N2CCCC2)n1,16%
COC(=O)CC(C(=O)OC)C(CC(=O)OC)C(=O)OC (centres undefined),14%
COC(=O)c1ccccc1NC(=O)c1cc(OC)cc(OC)c1,7%
CCOc1cc(/C=C2\C(=O)NC(=O)N(c3ccc(Cl)cc3)C2=O)cc(Cl)c1OCC,0%
COc1ccccc1OCCOc1cccc(/C=C2\SC(N)=NC2=O)c1,30%
COc1ccc(N2C(=O)/C(=C\c3ccc4c(c3)OCO4)C(=O)NC2=S)cc1,4%
O=C(/C=C/c1ccc([N+](=O)[O-])o1)c1ccc(-c2ccccc2)cc1,6%
N#C/C(=C/Nc1cc(Cl)ccc1Cl)c1nc(-c2ccc(Cl)cc2Cl)cs1,19%
COc1ccc(CNC(=O)C(=O)Nc2ccc(OC)cc2)cc1,0%
CC(C)(C)NC(=O)C(=O)N/N=C/c1ccc(Cl)cc1,0%
Cc1cc([N+](=O)[O-])ccc1N1C(=O)c2ccccc2C1=O,9%
CCN(CC)c1ccc(Nc2nc(-c3ccncc3)cs2)cc1,13%
O=C1c2cccc3cccc(c23)C(=O)N1CCN1CCN(C(=O)C23CC4CC(CC(C4)C2)C3)CC1,12%
CCOc1ccc(N2CN=c3s/c(=C\c4ccncc4)c(=O)n3C2)cc1,16%
CC1=C(C(=O)OC2CCC(C)CC2)C(c2ccccc2)NC(=O)N1 (centres undefined),29%
Cc1cc(C)cc(OCC(=O)Nc2cccc(-c3nc4ccccc4o3)c2)c1,31%
O=C(c1ccc(Cl)cc1)c1ccc(N2CCCCC2)c([N+](=O)[O-])c1,21%
C=CCn1c(-c2ccccc2C)n[nH]c1=S,0%
O=C(Nc1ccccc1)NC(NC(=O)c1ccccc1)C(Cl)Cl (centres undefined),1%
CC1=CC(C)(C)N(C(=O)CN2C(=O)c3ccccc3C2=O)c2ccc(C)cc21,9%
CC1=NN(c2ccc(S(N)(=O)=O)cc2)C(=O)/C1=C\c1ccc(-c2ccc(Cl)c([N+](=O)[O-])c2)o1,80%*
CCOC(=O)c1c(-c2ccccc2)csc1NC(=O)c1sc2ccccc2c1Cl,2%
CCCC(=O)NC(c1ccc(OC)c(OC)c1)c1c(OC(=O)COc2ccccc2)ccc2ccccc12 (centres undefined),11%

# An excerpt of these results, with bars between the fields:
SMILES | RNase H inhibition
CCOc1cccc(C=Nn2c(-c3ccc(Cl)cc3Cl)n[nH]c2=S)c1O | 18%
O=C(Cc1ccc(Cl)cc1)Nc1nccs1 | 7%
COc1ccc(CCNS(=O)(=O)c2ccc(OC)c(C(=O)O)c2)cc1OC | 4%
COc1ccc(-c2cn(/N=C/c3ccc(Cl)cc3Cl)c(N)n2)cc1 | 21%
COc1cc(-c2nnc(SCC(=O)N/N=C/c3cn(-c4ccccc4)nc3-c3ccc(C)cc3)n2-c2ccccc2)cc(OC)c1OC | 4%
COc1ccc(OC)c(/C=C2/SC(N3CCN(C(c4ccccc4)c4ccccc4)CC3)=NC2=O)c1 | 6%
CC(C)N(C(=O)c1ccc(C(=O)Nc2ccc(Nc3ccccc3)cc2)cc1)C(C)C | 25%
CSc1nnc(-c2cccc(C)c2)n1N | 10%
CCCCC(CC)C(=O)NNC(=O)COc1cc(C)c(Cl)c(C)c1 (centres undefined) | 7%
CCOc1cccc2c1N(C(=O)c1cccc(F)c1)C(C)(C)c1ssc(=S)c1-2 | 45%
Cc1nc2ccccn2c1C(=O)N/N=C\c1ccccc1[N+](=O)[O-] | 9%
N#C/C(=C/Nc1ccccc1)c1nc(-c2ccc(Cl)cc2)cs1 | 2%
CCOc1ccc(C(=O)NC(C)(C)C)cc1Cl | 10%
O=C1c2ccc(C(c3ccc4c(c3)C(=O)N(c3ccccc3)C4=O)(C(F)(F)F)C(F)(F)F)cc2C(=O)N1c1ccccc1 | 14%
CN(C)c1nc(-c2ccccc2)c(N)c(-c2ccccc2)n1 | 26%
Cc1cc(C)cc(NC2=C(Cl)C(=O)N(c3cccc(Cl)c3)C2=O)c1 | 11%
O=C(COc1ccc(Cl)cc1)Nc1nn[nH]n1 | 16%
Oc1ccc(Br)cc1/C=N/Nc1cc(N2CCCC2)nc(N2CCCC2)n1 | 16%
COC(=O)CC(C(=O)OC)C(CC(=O)OC)C(=O)OC (centres undefined) | 14%
COC(=O)c1ccccc1NC(=O)c1cc(OC)cc(OC)c1 | 7%

# Next part
SMILES,RNase H inhibition
C=CCOc1ccc(/C=C2\N=C(c3cccc(I)c3)OC2=O)cc1,14%
Cc1sc(NC(=O)/C=C/c2ccccc2)c(C(=O)OC(C)C)c1C,13%
CCOc1ccc(-n2nc3ccc(NC(=O)c4ccccc4OC)cc3n2)cc1,0%
O=C(c1ccccc1)c1ccc(C(=O)N2CCN(c3ccc(F)cc3)CC2)o1,14%
COc1ccc(C2CC(=O)C3=C(C2)NC(C)=C(C(=O)OC2CCCC2)C3c2ccc(F)cc2)cc1 (centres undefined),15%
COc1cccc(C(=O)/C=C/c2ccc3c(c2)OCO3)c1,14%
O=C(/C=C/c1ccco1)N1CCN(C/C=C/c2ccccc2)CC1,15%
Cc1cc(/C=C2\SC(=O)NC2=O)c(C)n1C1CCCCC1,2%
Cc1ccc(C(C)C)c(OC(=O)c2ccccc2Br)c1,13%
Cc1ccc(N2C(=O)/C(=C/C=C/c3ccccc3)C(=O)NC2=S)cc1,24%
COc1ccc(Br)cc1/C=C/C(=O)Nc1cccc(NC(=O)c2ccco2)c1,1%
C=CCc1ccc(OCCCOc2ccc(Cl)cc2Cl)c(OC)c1,29%
CCOc1nc(-c2ccccc2)cc(-c2ccc(C)cc2)n1,0%
Cc1ccc(-c2csc(NC(=O)C3CC=CCC3C(=O)O)n2)cc1 (centres undefined),1%
CCC1/C(=N\O)CC(c2ccco2)NC1c1ccco1 (centres undefined),10%
CCc1c(C)c(C#N)c2nc3ccccc3n2c1N1CCN(C/C=C/c2ccccc2)CC1,4%
CCc1ccc(N2CC(C(=O)Nc3ccccc3F)CC2=O)cc1 (centres undefined),6%
O=[N+]([O-])c1cccc(-c2noc(C34CC5CC(CC(C5)C3)C4)n2)c1,20%
O=S(=O)(c1ccc(Cl)cc1)N1CCN(Cc2ccc3c(c2)OCO3)CC1,15%
COc1cccc(/C=C2\SC(=S)N(CC(=O)Nc3nccs3)C2=O)c1,7%
O=C(N/N=C/c1ccc([N+](=O)[O-])o1)c1ccc(O)cc1,12%
Cc1ccc(C2=N/C(=C\c3cc(C)ccc3C)C(=O)O2)cc1,27%
Cc1ccc2c(Cl)c(C(=O)Nc3sc(C)c(C)c3C(N)=O)sc2c1,6%
COc1ccc(C(=O)NC(=S)Nc2ccc([N+](=O)[O-])cc2C)cc1,9%
COC(=O)c1ccc(C2C(C(=O)OCCOc3ccccc3)=C(C)NC3=C2C(=O)CCC3)cc1 (centres undefined),6%
O=C1CC(N2CCN(c3ccc([N+](=O)[O-])cc3)CC2)C(=O)N1c1cccc(Cl)c1 (centres undefined),14%
Cc1cccc(NC(=O)c2cccc(Cl)c2)c1C,5%
Cc1ccc(N2C(=O)CC(Sc3nc4ccccc4s3)C2=O)cc1C (centres undefined),14%
O=C(CN(Cc1ccccc1)S(=O)(=O)c1ccccc1)NCc1ccc(Cl)cc1,8%
Cc1csc(NC(=O)c2cccnc2)n1,11%
CN(C)c1ccc(C2CC(c3ccc(Br)cc3)=NN2C(=O)CCC(=O)O)cc1 (centres undefined),0%
O=C1NC(=O)N(c2ccccc2)C(=O)/C1=C\c1ccc(-c2ccc(F)cc2)o1,16%
O=C(NCCCCOc1ccccc1)C(O)(c1ccc(Cl)cc1)c1ccc(Cl)cc1,13%
CCCCNCCCCOc1cc(C)c(Cl)c(C)c1,10%
O=C(/C=C/c1ccc(F)cc1)Nc1cccc2cccnc12,7%
CCCOc1ccc(C(=O)NC(=S)Nc2ccc(Cl)cc2Cl)cc1,14%
CC(=Nc1cc([N+](=O)[O-])ccc1O)C1=C(O)c2ccccc2C1=O,10%
CCSc1nc2ccccc2n1C(=O)/C=C/c1cccs1,6%
O=C(Cc1ccc([N+](=O)[O-])cc1)N/N=C/c1cccnc1,12%
CCC(C(=O)Nc1cccc(C(C)=O)c1)c1ccccc1 (centres undefined),8%
NS(=O)(=O)c1ccc(NC(=O)Cc2cccs2)cc1,0%
C=CCc1ccccc1OCC(=O)N/N=C/c1ccc(C)cc1C,10%
COc1ccc(Nc2nc(C)cc(C)c2C(N)=O)cc1,0%
Cc1cc(C)cc(OCC(=O)NNC(=O)COc2ccc(Br)cc2)c1,4%
Cc1cc(C)nc(SCC(=O)N/N=C/c2ccc(O)cc2)n1,21%
CC1=NN(c2ccc(S(N)(=O)=O)cc2)C(=O)/C1=C\c1ccc(-c2ccc(C)c(Cl)c2)o1,53%*
Cc1ccc(C(C)C)c(OCC(=O)N/N=C/c2c[nH]c3ccccc23)c1,15%
O=S(Cc1ccc(Cl)cc1)CC(O)COCc1ccc(Cl)cc1 (centres undefined),15%
O=C1CC(N2CCN(c3ccc(F)cc3)CC2)C(=O)N1c1ccc(F)cc1 (centres undefined),11%
COc1ccc(Cc2noc(-c3ccc([N+](=O)[O-])cc3)n2)cc1OC,11%
CCc1ccccc1N(CC(=O)Nc1ccccc1C)S(C)(=O)=O,0%
Cc1cccn2c(=O)c(C=O)c(N3CCCCC3)nc12,3%
Cc1cccc(OCCOC(=O)Nc2cccc(Cl)c2)c1,44%
N/C(=N\OC(=O)Cc1ccccc1)c1ccncc1,2%
Cc1ccc(-n2nc3cc(C)c(NC(=O)c4ccc(Br)o4)cc3n2)cc1,7%
CCn1c(=O)c(C(=O)NCCO)c(O)c2ccccc21,0%
COc1ccc(OC)c(N(CC(=O)NC(C)c2ccccc2)S(C)(=O)=O)c1 (centres undefined),22%
Cc1ccc2nc(-c3cccc(NC(=O)Cc4ccccc4)c3)oc2c1,6%
CCOC(=O)NC(Nc1nc2ccccc2s1)(C(F)(F)F)C(F)(F)F,5%
CCc1ccccc1Nc1nc(-c2ccccn2)cs1,2%
# The listing continues:
SMILES,RNase H inhibition
Cc1ccccc1N1C(=O)c2cccnc2C1=O,22%
CC(=O)c1c(C(C)=O)c(C)n(-c2ccccc2N)c1C,5%
Cc1cc([N+](=O)[O-])ccc1N=Cc1c(O)ccc2ccccc12,5%
Cc1ccccc1N(CC(=O)NC(C)(C)C)S(C)(=O)=O,5%
O=C(Nc1ccc2ccccc2c1)c1cc(Cl)ccc1Cl,10%
CC1(C)CC(=NOC(=O)c2ccccc2)CC(C)(C)N1[O],15%
CC(=O)Nc1cccc(/C(C)=N/NS(=O)(=O)c2ccc(C)cc2)c1,4%
CCOc1ccccc1N1C(=O)C2C3C=CC(C4CC34)C2C1=O (centres undefined),3%
COc1ccc(C2NC(=O)NC(C)=C2C(=O)OCCc2ccccc2)cc1 (centres undefined),14%
COc1ccccc1-c1coc2cc(OC(=O)c3cccc(Cl)c3)ccc2c1=O,1%
CC1(C)CC(=O)C(C=NCc2ccccc2Cl)=C(O)C1,3%
CC(C)C1Oc2cc3oc(=O)ccc3cc2C1=O (centres undefined),11%
CC(=O)Oc1cccc(C(=O)Nc2cccc(C(=O)c3cccc(C)c3C)c2)c1,7%
O=C(c1ccc([N+](=O)[O-])o1)N1CCc2ccccc21,12%
COc1cc(/C=C2/C(=O)NC(=O)N(c3cccc(C)c3)C2=O)cc(Br)c1OC,7%
O=C(N=Nc1c(O)[nH]c(=O)[nH]c1=O)c1cc(Cl)ccc1O,9%
COc1ccc(-c2csc(/C(C#N)=C/c3ccco3)n2)cc1OC,8%
O=C(NCCOc1cccc2ccccc12)Nc1cccc2ccccc12,51%*
CC1(C)CC(=O)C(C=NCc2ccccc2Br)=C(O)C1,25%
NC(=O)NC(Cc1ccccc1)Cc1ccccc1,8%
CCOc1ccc(C(=O)Nc2cccc(-c3nc4cc(CC)ccc4o3)c2)cc1,38%
CC(C)C(=O)Nc1nnc(Cc2nnc(NC(=O)C(C)C)s2)s1,5%
COC(=O)C1=C(O)/C(=C\c2cccc(Cl)c2)N=C1C,4%
O=C(NC(=S)Nc1ccccc1Cl)c1ccc(Br)cc1,6%
CSc1ccc(S(=O)(=O)N(CC(=O)NC2CC2)c2ccc(C)cc2)cc1,3%
COc1ccc(C2C3=C(CC(C)(C)CC3=O)Nc3nc(SC)[nH]c(=O)c32)cc1 (centres undefined),0%
O=C(N/N=C/c1cc(Br)ccc1OCc1ccccc1)C(O)(c1ccccc1)c1ccccc1,23%
COc1ccc(/C=C2\C(=O)NC(=O)N(C)C2=O)cc1OC,9%
O=C(NCCc1cccc(Cl)c1)c1cccnc1,0%

# Part of the list above, bar-delimited.
mol | RNase H inhibition
COC(=O)C1=C(O)/C(=C\c2cccc(Cl)c2)N=C1C | 4%
COc1ccc(C2C3=C(CC(C)(C)CC3=O)Nc3nc(SC)[nH]c(=O)c32)cc1 (centres undefined) | 0%

# High-throughput results from PubChem BioAssay.

# Only part of the results is shown, so the mix of outcomes need not match the whole.
